BAP1 block = blocks human BAP1 ubiquitin-AMC hydrolysis. Q92560. recombinant BAP1, Ub-AMC hydrolysis fluorescence kinetic; hits give low values. activity remaining (% of control), % at 20 µM. actives 0.48% (n = 72,000);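 active = activity remaining at or below 50% of control, provided the compound also passes the data quality filters; inactive = the rest, including low values that fail the filters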;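 also: 100% = DMSO wells rate and 0% = substrate alone blank rate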
Target sequence (Q92560 whole entry, looked up): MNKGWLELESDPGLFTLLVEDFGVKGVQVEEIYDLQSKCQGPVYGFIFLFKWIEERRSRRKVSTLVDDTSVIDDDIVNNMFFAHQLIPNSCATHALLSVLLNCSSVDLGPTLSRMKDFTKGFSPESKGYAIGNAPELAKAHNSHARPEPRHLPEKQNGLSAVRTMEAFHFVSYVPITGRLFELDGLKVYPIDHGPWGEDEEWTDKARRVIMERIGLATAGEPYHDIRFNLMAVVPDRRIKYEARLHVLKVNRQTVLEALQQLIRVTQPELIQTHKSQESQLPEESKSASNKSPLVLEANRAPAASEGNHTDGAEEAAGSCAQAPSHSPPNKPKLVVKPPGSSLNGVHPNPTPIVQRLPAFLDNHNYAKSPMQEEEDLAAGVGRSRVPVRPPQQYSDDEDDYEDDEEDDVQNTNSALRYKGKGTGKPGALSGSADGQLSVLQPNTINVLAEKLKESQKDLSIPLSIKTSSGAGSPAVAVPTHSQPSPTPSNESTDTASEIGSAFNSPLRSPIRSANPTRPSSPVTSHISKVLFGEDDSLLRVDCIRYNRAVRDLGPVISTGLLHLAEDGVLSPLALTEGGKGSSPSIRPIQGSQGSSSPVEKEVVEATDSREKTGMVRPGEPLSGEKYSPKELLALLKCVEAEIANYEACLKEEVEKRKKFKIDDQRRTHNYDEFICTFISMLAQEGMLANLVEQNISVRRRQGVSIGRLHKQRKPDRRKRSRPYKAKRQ
HePTP inh = inhibitors of human HePTP phosphatase; P35236; recombinant HePTP phosphatase activity, OD absorbance; inhibition, % at 20 µM; actives 0.64% (n = 110,000); in the data active = inhibition above about 50%;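 also: plate controls were vehicle for no effect and reference inhibitor for full effect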
Target sequence (P35236 whole entry, looked up): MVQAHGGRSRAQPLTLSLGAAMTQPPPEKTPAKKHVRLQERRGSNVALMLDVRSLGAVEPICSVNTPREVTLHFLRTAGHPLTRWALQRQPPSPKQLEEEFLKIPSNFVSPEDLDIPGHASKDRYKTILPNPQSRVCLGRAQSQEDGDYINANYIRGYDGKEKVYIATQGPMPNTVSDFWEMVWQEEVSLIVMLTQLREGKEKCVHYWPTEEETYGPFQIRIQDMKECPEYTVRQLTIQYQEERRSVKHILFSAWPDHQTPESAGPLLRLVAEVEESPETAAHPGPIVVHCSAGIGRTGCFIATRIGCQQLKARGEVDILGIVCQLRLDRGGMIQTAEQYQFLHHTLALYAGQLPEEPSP
* marks the source's active call; other numbers are inactive results; x = no result given; & = joins results of further samples.

Results follow in this order: BAP1 block, HePTP inh
- O=C(c1ccc(Cl)c(F)c1F)N1CCCC1
 : 100.4, 0.2
- Cc1ccc2nc(CSc3nnc(Cc4cccs4)n3C3CCCCC3)cc(=O)n2c1
 : x, 6.3
- CC1CCOP(=O)(C(Nc2ccc(C(C)C)cc2)c2ccc(Br)cc2)O1 (stereo not drawn)
 : x, -12.4
- Cc1ccc(S(=O)(=O)Cn2nnnc2C(CC(C)C)N2CCN(c3ccc(F)cc3)CC2)cc1 (stereo not drawn)
 : 60.1, 7.7
- COC(=O)COc1ccc(S(=O)(=O)N2CCOCC2)cc1C
 : 88.0, -3.2
- COc1ccccc1CNC(=O)c1cc2sccc2n1C
 : 93.2, 3.3
- CC(C)CCn1c(NCCN(C)C)nc2c1c(=O)[nH]c(=O)n2C
 : 97.7, 3.1
- CC1(C)C(=O)C2(CCCCC2)C(=O)OC1c1ccc(F)cc1 (stereo not drawn)
 : 79.3, x
- N=c1c2c3c(sc2nc2n1CCCCC2)CCCC3
 : x, 3.4
- CCOc1cc(/C=C2\C(=O)NN(c3ccccc3)C2=O)cc([N+](=O)[O-])c1O
 : x, 6.1
- COc1ccc(CC(=O)Nc2cccc(-c3nc4ccccc4s3)c2)cc1OC
 : x, 2.6
- CC(=O)c1cccc(NC(=O)c2nccnc2C(=O)O)c1
 : 113.9, 4.5
- CC(C(=O)Nc1ncc2c(n1)CC(C)(C)CC2=O)N1C(=O)c2ccccc2C1=O (stereo not drawn)
 : 92.5, 2.4
- Cc1cc([N+](=O)[O-])ccc1-c1ccc(C(=O)Nc2ccc(I)cc2Cl)o1
 : x, 3.8
- O=C(Nc1ccc2oc(Cc3ccc(Cl)cc3)nc2c1)c1cccc(Cl)c1
 : 59.0, x
- O=C(COc1cccc(Cl)c1)NCc1ccccc1
 : x, 8.6
- OC1(c2cccc(F)c2)CCN(Cc2ccncc2)CC1
 : 86.7, 4.1
- O=S(=O)(c1ccc(Cl)cc1)N1CCN(Cc2ccccc2Cl)CC1
 : x, -12.1
- COc1cc(/C=N/Nc2nn[nH]n2)cc2c1OCO2
 : x, 3.1
- CS(=O)(=O)N(CCc1ccccc1)CC(=O)NCc1ccc2c(c1)OCO2
 : 134.9, 6.2

Sorted by the number under BAP1 block (high to low): 3 from the list above
Results follow in this order: BAP1 block, HePTP inh
- CC(=O)c1cccc(NC(=O)c2nccnc2C(=O)O)c1
 : 113.9, 4.5
- COc1ccccc1CNC(=O)c1cc2sccc2n1C
 : 93.2, 3.3
- O=C(Nc1ccc2oc(Cc3ccc(Cl)cc3)nc2c1)c1cccc(Cl)c1
 : 59.0, x

The results go on.
Results follow in this order: BAP1 block, HePTP inh
- O=C(CSc1nnc(-c2cccs2)n1-c1ccccc1)N1CCOCC1
 : 110.5, 9.3
- CC1=NN(C(=O)c2cccnc2)C(O)(c2ccccc2)C1 (stereo not drawn)
 : x, -3.0
- O=C1NC(=O)C2(CCc3ccccc32)N1 (stereo not drawn)
 : 93.1, 16.7
- COC(=O)CN(c1ccc2c(c1)OCO2)S(C)(=O)=O
 : 165.4, -1.6
- Cc1sc2ncn(-n3c(C)ccc3C)c(=O)c2c1C
 : x, -5.3
- C=CCN(CC=C)S(=O)(=O)c1ccc(C(=O)Nc2nc3c(s2)CCc2ccccc2-3)cc1
 : 62.4, x
- COc1ccc(C2=C/C(=C\c3ccc([N+](=O)[O-])cc3)C(=O)O2)cc1
 : x, 3.7
- CN1CCN(c2ccc([N+](=O)[O-])c(-n3nc(-c4ccc(F)cc4)c4ccccc4c3=O)c2)CC1
 : x, -4.9
- CN(C(=O)COC(=O)C1CCN(S(=O)(=O)c2cccs2)CC1)C1CCS(=O)(=O)C1 (stereo not drawn)
 : 121.2, -1.2
- CCC(C(=O)Nc1ccc(OC)cc1OC)c1ccccc1 (stereo not drawn)
 : x, 103.7*
- O=C(CCC1CCCC1)NCCCN1CCOCC1
 : 62.1, 0.8
- CCOC(=O)/C(C#N)=C/C1=Cc2c(OC)c3ccccc3n2C1=O
 : x, 9.1
- Cc1ccc(N(C)S(=O)(=O)c2ccc(Cl)cc2)cc1
 : x, 7.1
- O=C(O)CN1C(=O)/C(=C/c2ccc(OCc3ccc(Cl)cc3Cl)cc2)SC1=S
 : x, 5.6
- CC(/C=C/c1ccccc1)=N\Nc1ccc([N+](=O)[O-])cc1[N+](=O)[O-]
 : x, -11.8
- O=C(CC1SC(=Nc2ccccc2)N(c2ccccc2)C1=O)Nc1ccccc1 (stereo not drawn)
 : x, 8.3
- O=c1[nH]c2ccccc2nc1-c1cccs1
 : 168.2, x
- COc1ccccc1N1CCN(C(c2ccccc2Cl)c2nnnn2C(C)(C)C)CC1 (stereo not drawn)
 : 119.6, 7.9
- COc1cc(OC)cc(C(=O)NC(C(=O)NCCN(C)C)C23CC4CC(CC(C4)C2)C3)c1 (stereo not drawn)
 : 121.7, 6.4
- Cn1c(=O)c2cn(-c3cccc4ccccc34)cc2n(C)c1=O
 : 99.8, 5.1

Molecules shown so far with a COOH group:
Results follow in this order: BAP1 block, HePTP inh
- CC(=O)c1cccc(NC(=O)c2nccnc2C(=O)O)c1
 : 113.9, 4.5
- O=C(O)CN1C(=O)/C(=C/c2ccc(OCc3ccc(Cl)cc3Cl)cc2)SC1=S
 : x, 5.6

Later entries.
Results follow in this order: BAP1 block, HePTP inh
- Cc1ccc(S(=O)(=O)/N=C2/C=C(S(=O)(=O)c3ccc(C)cc3)C(=O)c3ccccc32)cc1
 : x, -1.6
- CCOCCCn1c(=N)c(C(=O)NCc2ccc3c(c2)OCO3)cc2c(=O)n3cccc(C)c3nc21
 : x, -8.5
- CN1C(=O)C(c2ccccc2)C(=O)c2ccccc21 (stereo not drawn)
 : x, 11.9
- CCN1CCN(c2c(Cl)cccc2NC(=O)c2ccc(Br)o2)CC1
 : 83.9, 5.0
- COc1ccc2c(c1OC)C(=O)OC2Nc1cc(C(=O)O)cc(C(=O)O)c1 (stereo not drawn)
 : x, 4.8
- COc1ccc2nc(NC(=O)CN3CCN(C)CC3)sc2c1
 : 122.7, 4.3
- Cc1cc(NC(=O)c2cnn3cccnc23)no1
 : 88.7, -3.7
- COC(=O)c1ccc(-c2cc(C(=O)O)c3cc4c(cc3n2)OCCO4)cc1
 : 922.3, 4.0
- c1ccc(Cn2nnc3c(N4CCCCCC4)ncnc32)cc1
 : 92.6, 15.8
- CC(C)c1ccc(Nc2nc(NCc3ccco3)nc(N3CCOCC3)n2)cc1
 : 80.0, 9.6
- COc1cc(C)c(C)cc1S(=O)(=O)N1CCN(Cc2ccc3c(c2)OCO3)CC1
 : 126.0, 6.8
- CCc1ccc(C(C)NC(=O)c2ccccc2)cc1 (stereo not drawn)
 : x, -5.2
- CCCCc1ccc(NC(=O)c2c(C)noc2C)cc1
 : 78.6, 5.2
- O=C1CCCc2c1[nH]c1ccc(CN3CCCCC3)cc21
 : x, 8.1&-14.5
- COc1ccc(CSc2nncn2C)cc1
 : x, 3.3
- Cn1c(SCC(=O)N2CCCCC2)nc2cccnc21
 : 98.6, 5.3
- CCOC(=O)c1ccc(NC(=O)CN(c2ccc(Cl)cc2C)S(=O)(=O)c2ccccc2)cc1
 : x, -4.0
- Cc1ccc(Nc2cc(C)nn2-c2nc(C)cc(C)n2)cc1
 : 113.0, x
- Cc1cc(C)n(-c2ccn(Cc3ccc(Cl)cc3Cl)c(=O)n2)n1
 : 91.1, 1.2
- O=C(CC(Cc1ccccc1)C(=O)O)NCCc1ccc2c(c1)OCO2 (stereo not drawn)
 : 88.2, -4.5
- COc1ccc(/C=C2\SC(=O)N(CCC(=O)O)C2=O)cc1OC
 : x, -9.9
- CC(=O)Nc1ccccc1NC(=O)COc1ccccc1Cl
 : x, 2.1
- CCC1C(=O)n2nc(-c3ccccc3)cc2N=C1C (stereo not drawn)
 : 102.0, -5.8
- O=C(N=Nc1c(O)[nH]c(=O)[nH]c1=O)c1cncc(Br)c1
 : x, -15.3
- CCOC(=O)c1c(C)nc(-c2ccccc2)nc1NC(=O)C(C)C
 : 71.6, 7.1&-7.6
- Cc1ccccc1-c1cc(C(=O)NCCc2ccccc2)c2ccccc2n1
 : x, 1.5
- O=C(c1cc2nc(C3CC3)cc(C(F)F)n2n1)N1CCOCC1
 : 99.6, 22.1
- COC(=O)CC1=C(C(=O)OC)C(c2cccs2)C(C#N)=C(N)O1 (stereo not drawn)
 : 89.5, -3.5
- COc1ccccc1Cc1nc(-c2ccc(Br)o2)no1
 : 86.0, -1.4
- O=C(NC(=O)c1ccccc1)OCC(F)(F)F
 : 97.5, -4.4
- CCC12CN3CC(CC)(CN(C1)C3c1ccc([N+](=O)[O-])cc1)C2=O (stereo not drawn)
 : x, -4.5
- COc1ccc(-c2nn(CN3CCOCC3)c(=S)n2-c2ccccc2)cc1
 : x, 10.2
- O=C(OCc1c(Cl)cccc1Cl)c1cnccn1
 : 99.9, 0.7
- CCCSC1=C(C#N)C(c2ccc(Cl)cc2Cl)CC(=O)N1 (stereo not drawn)
 : 88.2, x
- COC(=O)CSc1nnnn1-c1ccccc1
 : 174.4, 5.4
- O=C(Nc1ccc2sccc2c1)c1ccc(S(=O)(=O)N2CCCc3ccccc32)cc1
 : 116.3, x
- COc1ccc(C(=O)COC(=O)c2ccc(N3C(=O)C4CC=CC(C)C4C3=O)cc2)cc1 (stereo not drawn)
 : 159.4, x
- O=C(CSc1nc2ccccc2[nH]1)NCc1ccccc1
 : x, -0.6
- CCN(CC)C(=O)CSc1nnc(-c2cccnc2)n1CCc1ccccc1
 : 91.8, 11.0
- CCCOC(=O)c1ccc(Oc2cn[nH]c2-c2ccc(OCC)cc2O)cc1
 : 81.2, 3.7

The last 3 compounds of the part above open the next one.
Results follow in this order: BAP1 block, HePTP inh
- O=C(CSc1nc2ccccc2[nH]1)NCc1ccccc1
 : x, -0.6
- CCN(CC)C(=O)CSc1nnc(-c2cccnc2)n1CCc1ccccc1
 : 91.8, 11.0
- CCCOC(=O)c1ccc(Oc2cn[nH]c2-c2ccc(OCC)cc2O)cc1
 : 81.2, 3.7
- N#Cc1c(NC(=O)CCCN2C(=O)c3ccccc3C2=O)sc2c1CCCC2
 : 63.4, -5.1
- COc1c(Cl)cc(Cl)cc1/C=N/n1cnnc1
 : 91.2, -1.2
- O=C(NCCc1ccccn1)c1n[nH]c(=O)c2ccccc12
 : 115.5, -12.8
- Nc1nnc(SCc2ccc([N+](=O)[O-])cc2)s1
 : x, -0.5
- COc1ccccc1OCCSc1nc2ccccc2n1CCC(=O)O
 : x, -19.5
- O=C1C2CCCN2C(c2cccs2)N1c1ccc(Cl)cc1 (stereo not drawn)
 : 99.3, 2.0
- CCC1CCCCN1S(=O)(=O)c1ccc(S(=O)(=O)N2CCN(S(=O)(=O)CC)CC2)cc1 (stereo not drawn)
 : x, 0.8
- Cc1cccc(C)c1NC(=O)c1ccc(C2SCC(=O)N2Cc2ccccc2)cc1 (stereo not drawn)
 : x, 2.4
- COc1cc(OC)c(/C=N/Nc2ccccc2[N+](=O)[O-])cc1Br
 : x, 3.8
- O=C(CCS(=O)(=O)C(Cl)Cl)OCc1cccc(Oc2ccccc2)c1
 : 135.9, x
- COc1ccc(-c2noc(CCC(=O)NCc3cccnc3)n2)cc1OC
 : 94.8, -2.1
- CC1SC(c2c(Cl)cccc2Cl)N(CCCN(C)C)C1=O (stereo not drawn)
 : x, 5.8
- O=C(OC(C(=O)NC1CCCC1)c1ccc(F)cc1)c1ccno1 (stereo not drawn)
 : 98.5, 12.5
- Cc1nc(NCCCO)c(C#N)c2c1COC(C)(C)C2
 : 189.7, 7.4
- O=C(Nc1cccc(-c2nnn(CC(=O)N3CCc4ccccc4C3)n2)c1)C1CCC1
 : x, 10.7
- COc1cc(C(c2nnnn2C2CCCC2)N2CCc3ccccc3C2)ccc1O (stereo not drawn)
 : 90.2, -0.1
- CCOc1ccccc1NC(=O)Cn1nnc(C(=O)NCc2ccco2)c1N
 : 104.3, 4.0
- Cn1cnnc1SCC(=O)c1cc2ccccc2oc1=O
 : 88.5, 8.3
- COC(=O)c1ccccc1NC(=O)Cn1cnc2c1c(=O)n(C)c(=O)n2C
 : 98.2, -10.9
- CCOc1ccc(Br)cc1S(=O)(=O)N1CC(C)OC(C)C1 (stereo not drawn)
 : 54.7, 9.9
- CCn1c(SCC(=O)c2cc(C)n(-c3ccc(C(=O)OC)cc3)c2C)nnc1-c1cccnc1
 : 120.9, 6.7
- COc1cc(/C=C2\NC(=S)NC2=O)ccc1Oc1ccc([N+](=O)[O-])cn1
 : x, 0.9
- CCc1ccccc1NC(=O)C(=O)NCc1ccco1
 : x, 3.1
- Cc1cc(/C=C2/SC(=S)NC2=O)c(C)n1-c1cccc(Cl)c1
 : x, 12.4
- CCOC(=O)c1ccc2[nH]c3c(c2c1)CCCCC3=O
 : 79.8, 0.3&-4.4
- O=C(COc1ccccc1[N+](=O)[O-])N/N=C/C(Br)=C/c1ccccc1
 : x, 6.1
- C=CCc1cccc(/C=N/n2c(C)nnc2C)c1O
 : x, -1.5
- COc1ccc(C2/C(=C(\O)c3ccc(F)cc3)C(=O)C(=O)N2CCCCCC(=O)O)c(OC)c1 (stereo not drawn)
 : x, 10.4
- O=C(O)c1cccc(N2C(=O)CC(Nc3ccc(N4CCOCC4)cc3)C2=O)c1 (stereo not drawn)
 : x, 60.8*
- COCCCn1c(Cc2ccccc2)nnc1SCC(=O)N1CCCCC1
 : 96.9, 8.2
- CC1(C)Oc2ccc(C(=O)N3CCOCC3)cc2N(CC(=O)Nc2ccccc2)C1=O
 : 106.9, 6.6
- COc1ccc(/C(N)=N/OC(=O)c2cccc(Br)c2)cc1OC
 : x, -4.4
- CCN(CC)c1ccc(NS(=O)(=O)c2cc(Cl)ccc2Cl)cc1
 : x, -16.8
- O=C1NC2(CCCc3ccccc32)C(=O)N1Cc1nnc(-c2ccccc2Br)o1 (stereo not drawn)
 : 77.6, 5.7
- CCOc1cc(/C=N/n2cnnc2)ccc1OCc1ccc(F)cc1
 : x, -2.9
- COC(=O)c1ccsc1NC(=O)C1COc2ccccc2O1 (stereo not drawn)
 : 81.9, 7.4
- O=C(c1cc2ccccc2oc1=O)N1CCSC1c1ccco1 (stereo not drawn)
 : 88.7, 11.7

Outcome played no part in choosing rows; overall some 0.83% were active at least once.
